# CYP2C19 act = human CYP2C19 activators, primary screen, biochemical, luminescence | Cytochrome P450 2C19 (Homo sapiens), P33261 | recombinant CYP2C19, luciferin-H EGE luminescence; hits give high values; 0 = fully inhibited enzyme, 1 = untreated enzyme | activation factor at 5 µM | 96,000 tested, under 10 active | AID 1025, 2008;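 active means activation factor of at least 2 at 5 µM in the primary screen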;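 further: 0 = wells with 2.5 mM tranylcypromine and 1 = vehicle-only wells; values of inactives mirror those of a sister screen read the other way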
# Target sequence (P33261 whole entry, looked up): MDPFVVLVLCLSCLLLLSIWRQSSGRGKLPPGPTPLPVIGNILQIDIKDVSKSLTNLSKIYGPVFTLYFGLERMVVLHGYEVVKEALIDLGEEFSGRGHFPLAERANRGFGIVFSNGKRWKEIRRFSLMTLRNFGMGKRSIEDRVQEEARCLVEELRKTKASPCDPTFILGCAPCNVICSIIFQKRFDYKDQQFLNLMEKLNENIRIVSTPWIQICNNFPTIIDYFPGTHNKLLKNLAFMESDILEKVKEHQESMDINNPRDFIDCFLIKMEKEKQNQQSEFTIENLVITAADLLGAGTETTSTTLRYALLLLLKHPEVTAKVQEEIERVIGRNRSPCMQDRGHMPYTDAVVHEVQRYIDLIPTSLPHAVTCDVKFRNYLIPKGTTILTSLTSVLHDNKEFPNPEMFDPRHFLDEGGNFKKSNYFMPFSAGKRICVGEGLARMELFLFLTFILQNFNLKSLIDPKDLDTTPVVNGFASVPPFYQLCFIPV
# HUVEC tox TNFa = cytotoxicity in TNFa-stimulated HUVEC, primary screen, cytotoxicity control for VCAM1 expression modulator project, imaging, Hoechst nuclei count; cell count reduction, % at 2 µM; HUVEC TNFalpha-stimulated, Hoechst cell count; 93,000 compounds, 0.17% hits;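 active means cell count reduction exceeding the screen mean by over 5 SD, scaled to untreated wells per plate, cut at about 78% in these data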;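 further: cells counted after 24 h of TNF alpha exposure following the 1 h pretreatment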
# Candida biofilm = clotrimazole potentiators killing Candida biofilms, primary screen, with clotrimazole, Alamar Blue | C. albicans biofilm + clotrimazole | inhibition, % at 6 µM | 85,000 compounds, 0.14% hits;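 active means inhibition above 20%; inactive means inhibition below 20%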;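 further: preformed 24 hr biofilms exposed to compound for 48 hr; 0% = biofilm without compound and 100% = blank killed by clotrimazole plus chlorhexidine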
# CYP2C9 act = human CYP2C9 activators, primary screen, biochemical, luminescence. AID 1024, 2008. recombinant CYP2C9, luciferin-H conversion; hits give high values; factor 1 = untreated enzyme, 0 = blocked. activation factor at 5 µM. 96,000 compounds, 1.4% hits. Cytochrome P450 2C9 (Homo sapiens), P11712;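 active means activation factor of 2 or more for CYP2C9 at a 5 µM dose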;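 further: 0 = sulfaphenazole-blocked wells and 1 = vehicle-only wells; values of inactives mirror those of a sister screen read the other way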
# Target sequence (P11712 whole entry, looked up): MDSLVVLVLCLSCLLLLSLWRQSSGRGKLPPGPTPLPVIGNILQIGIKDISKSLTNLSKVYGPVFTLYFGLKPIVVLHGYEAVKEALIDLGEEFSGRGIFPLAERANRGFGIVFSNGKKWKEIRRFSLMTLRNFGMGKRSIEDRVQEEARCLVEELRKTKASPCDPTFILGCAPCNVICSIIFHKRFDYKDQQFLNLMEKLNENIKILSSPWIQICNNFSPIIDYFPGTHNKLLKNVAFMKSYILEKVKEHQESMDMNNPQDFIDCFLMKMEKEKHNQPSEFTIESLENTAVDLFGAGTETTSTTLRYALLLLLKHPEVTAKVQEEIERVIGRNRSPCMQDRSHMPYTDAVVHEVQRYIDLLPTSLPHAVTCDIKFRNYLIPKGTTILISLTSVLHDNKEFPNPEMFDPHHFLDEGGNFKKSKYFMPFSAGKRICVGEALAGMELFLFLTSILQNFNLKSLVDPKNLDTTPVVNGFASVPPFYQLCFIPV
# CYP2C19 inhib = blockers of cytochrome P450 2C19 activity – biochemical, luminescence, ADME assay, primary screen; CYP2C19 Supersomes, luciferin-H EGE luminescence, 30 min; AID 778, 2007; P33261; inhibition, % at 5 µM; 96,000 compounds, 21% hits;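 active means CYP2C19 inhibition above a set limit at 5 µM in the primary screen, cut at about 50% in these data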;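 further: plate controls were negative control wells for no effect and 2.5 mM tranylcypromine positive control for full effect; values of inactives mirror those of a sister screen read the other way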
# HUVEC tox IL1B = cytotoxicity in IL-1B stimulated HUVEC, primary screen, cytotoxicity control for IL-1B NFkB translocation project, imaging, Hoechst nuclear count, IL-1B stimulus | HUVEC cell count loss | cell count reduction, % at 2 µM | 94,000 compounds, 0.41% hits;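 active means cell count reduction more than 3 SD above the screen-wide mean, cut at about 70% in these data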;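 further: normalized per plate to untreated control cells as the no-loss baseline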
# VCAM1 TNFa inh = inhibitors of TNFa-induced VCAM1 expression, primary screen, imaging, HUVEC, TNFa stimulus, immunofluorescence | 95,000 compounds, 0.48% hits | AID 802, 2007 | inhibition, % at 2 µM | HUVEC TNFa-induced VCAM-1 immunofluorescence, high-content imaging;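 active means inhibition above the batch mean plus 3 SD, with images confirmed as a hit by eye, cut at about 37% in these data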;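 further: 0% = TNF-stimulated DMSO wells and 100% = unstimulated control wells; not every result past the cut was called active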
# CYP2C9 inhib = blockers of cytochrome P450 2C9 activity – biochemical, luminescence, ADME assay, primary screen; CYP2C9 Supersomes, luciferin-H conversion; 96,000 compounds, 20% hits; inhibition, % at 5 µM; AID 777, 2007;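 active means blocking of liver enzyme CYP2C9 beyond about 50% at 5 µM, limit read from the data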; further: values of inactives mirror those of a sister screen read the other way
# hDAT+cocaine = changed hDAT dopamine uptake under cocaine IC80, either direction, primary screen, cocaine antagonist project, cell-based, LLC-PK1 hDAT, [14C]-dopamine uptake, MLSMR. 110,000 compounds, 1.3% hits. B-score at 10 µM. LLC-PK1 hDAT cells, [14C]-dopamine uptake with cocaine IC80; actives deviate in either direction. AID 449768, 2010. Sodium-dependent dopamine transporter (Homo sapiens), Q01959;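 active means Z score or B-score, a plate-position-corrected score, falls beyond the plate's 99.7% confidence bounds, in either direction; inactive means both scores lie inside the 99.7% bounds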;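 further: scored against the spread of the other compound wells on the same plate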
# Numbers without * were called inactive; / = not tested or not shown.
SMILES	VCAM1 TNFa inh	HUVEC tox TNFa	CYP2C9 inhib	CYP2C19 inhib	hDAT+cocaine	Candida biofilm	CYP2C19 act	HUVEC tox IL1B	CYP2C9 act
Cc1ccc(C)c2nc3sc(C(=O)N4CCCc5ccccc54)c(N)c3cc12	0.4	-14.2	2.9	18.3	/	/	0.8	-5.8	1
O=C1c2ccccc2-c2onc3ccc(NCc4ccco4)c1c23	/	/	87.9*	55.2*	0.0815	1.3	0.4	/	0.1
CC(C)CC(c1nnnn1CC1CCCO1)N1CCN(C2CCCC2)CC1 (stereo unspecified)	/	/	3.1	-12.2	-0.616	9.0	1.1	/	1
N#C/C(=C\c1ccccc1)C(=O)NC(=O)Oc1ccccc1	7.0	-13.7	82.4*	4.3	0.00315	-0.4	1	/	0.2
O=C(/C=C/c1ccc([N+](=O)[O-])cc1)NCCSc1ccccc1	11.1	-29.7	-13.8	3.9	-0.171	/	1	-13.7	1.1
O=S(=O)(Nc1nccs1)c1ccc2c(c1)OCCO2	-38.4	-44.1	-23.3	56.7*	-0.0795	3.2	0.4	3.1	1.2
COc1cccc(NC(=O)COC(=O)CCCc2c[nH]c3ccccc23)c1	2.7	6.9	-70.2	30.0	-0.853	-4.3	0.7	10.9	1.7
Cc1ccc(CNC(=O)C2CC(c3ccccc3[N+](=O)[O-])=NO2)o1 (stereo unspecified)	4.9	-12.0	-18.8	61.7*	-0.026	/	0.4	29.4	1.2
CCOC(=O)c1ccc(N2C(=O)c3n[nH]c(C)c3C2c2ccccn2)cc1 (stereo unspecified)	0.7	0.0	69.3*	42.1	2.23	2.7	0.6	-45.9	0.3
CCOc1cc(C2c3c(oc4cc(C)c(Cl)cc4c3=O)C(=O)N2Cc2ccco2)ccc1O (stereo unspecified)	-5.0	-20.6	13.7	-5.0	1.2	0.5	1.1	-8.8	0.9
Cc1nc2sc(-c3ccccc3)cc2c(=O)n1-n1cccc1	-28.8	-13.5	14.2	3.5	0.576	-6.8	1	10.5	0.9
CC1CC(C)CN(CCCNC(=O)C2CCN(S(=O)(=O)N3CCCCC3)CC2)C1 (stereo unspecified)	19.8	-7.0	5.3	-5.5	-0.489	/	1.1	-32.4	0.9
O=C(c1cc(-c2ccncc2)nc2ccccc12)N1CCN(c2ccc(N3CCOCC3)nn2)CC1	0.7	-22.3	68.0*	37.9	-1.28	4.4	0.6	0.6	0.3
CCN(CC)S(=O)(=O)c1ccc(C(=O)Nc2cc(C)cc(C)c2)cc1	5.2	-30.9	-14.1	16.9	1.35	4.5	0.8	-13.1	1.1
Cc1c(N(C)C(=O)c2ccc3c(c2)OCO3)c(=O)n(-c2ccccc2)n1C	-14.6	12.4	/	/	/	4.6	/	-21.6	/
CCOC(=O)N1CCN(S(=O)(=O)c2ccc3c(c2)SCC(=O)N3)CC1	4.5	-32.1	-8.5	2.6	/	5.0	1	-4.3	1.1
COc1ccc(OC)c(/C=C(\NC(=O)c2ccccc2)C(=O)N/N=C/c2ccc(C)s2)c1	15.9	-5.5	0.6	6.9	0.0262	/	0.9	-81.9	1
CC(C)Oc1ccc(C(CC(=O)O)NC(=O)CSc2ncn[nH]2)cc1 (stereo unspecified)	-2.0	-20.3	-13.4	-14.9	-1.16	3.5	1.1	-32.6	1.1
COc1ccc(S(=O)(=O)N2CCCCC2C(=O)O)cc1OC (stereo unspecified)	14.4	4.3	4.5	0.2	-0.243	6.6	1	3.9	1
COCCCN(Cc1ccccn1)S(=O)(=O)Cc1ccccc1	7.4	-17.3	/	/	0.901	1.9	/	9.2	/
CCOC(=O)N1CCN(C(=O)c2ccccc2NC(=O)COc2ccccc2C)CC1	-7.7	1.4	56.4*	65.3*	/	5.7	0.3	-3.1	0.4
Cc1nc2ccccc2n2c(-c3ccccc3)c3c(=O)n(C)c(=O)n(C)c3c12	15.3	-10.0	28.9	9.6	-0.0381	-2.5	0.9	12.8	0.7
O=C(Nc1nnc(-c2ccc(Cl)s2)o1)C1CCCCC1	-3.0	-5.0	/	/	-0.0874	5.9	/	1.7	/
Cc1cc(NC(=O)c2cc3ccccc3o2)cc(C)c1OCC(=O)N1CCOCC1	31.5	4.7	47.6	18.6	0.188	10.0	0.8	-45.7	0.5
CCCNC(=O)c1oc2ccc3c(c2c1C)C(=O)CC(C)(C)O3	9.5	2.4	-8.8	6.6	0.233	3.5	0.9	3.8	1.1
O=C(CS(=O)(=O)c1c[nH]c2ccccc12)N1CCCc2ccccc21	7.8	-13.1	-81.2	94.2*	-0.0365	9.7	0.1	-0.3	1.8
O=C(O)c1cccc(-n2cccc2/C=N/O)c1	21.0	-27.4	-2.4	-3.6	1.11	-2.7	1	-35.2	1
CC(C)C(NC(=O)C1CCCCC1)C(=O)N1CCN(c2ccc(F)cc2)CC1 (stereo unspecified)	32.1	-31.9	14.5	5.3	-0.216	8.6	0.9	-38.6	0.9
CCOC(=O)c1c(NC(=O)Nc2ccccc2)sc(C)c1C	-1.6	-6.2	6.5	-2.6	-0.00999	5.0	1	-7.9	0.9
CCOC(=O)Cc1csc(NC(=O)c2cc3c(s2)CCCC3)n1	-2.0	4.6	63.6*	26.7	1.24	2.4	0.7	-5.8	0.4

# (further entries)
SMILES	VCAM1 TNFa inh	HUVEC tox TNFa	CYP2C9 inhib	CYP2C19 inhib	hDAT+cocaine	Candida biofilm	CYP2C19 act	HUVEC tox IL1B	CYP2C9 act
CS(=O)(=O)N(CC(=O)NCc1ccccn1)Cc1ccc(Cl)cc1	9.9	-1.6	/	/	-0.0852	5.7	/	-7.5	/
N#CC1=C(N)C(C#N)(C#N)[C@H](c2ccncc2)[C@H]2CC3(CC=C12)OCCO3	2.6	-20.0	71.3*	50.8*	0.0395	0.2	0.5	-8.0	0.3
C=CCn1c(Cc2cccs2)nnc1SCC(=O)Nc1cc(OC)cc(OC)c1	7.2	-21.3	39.0	78.8*	0.269	10.6	0.2	-5.3	0.6
O=C(NC1(C(F)(F)F)N=C2SCCN2C1=O)C1CCCCC1 (stereo unspecified)	13.0	0.0	-2.1	-0.9	-0.419	-1.4	1	-3.7	1
O=C(N/N=C/c1ccc(O)cc1)/C(=C/c1ccc([N+](=O)[O-])cc1)NC(=O)c1ccccc1	8.1	2.3	-2.6	7.9	-1.29	5.7	0.9	-2.2	1
C1CCN(Cc2nnnn2C2CCCC2)CC1	8.4	-21.0	/	/	-0.679	3.8	/	16.2	/
CCn1c(SCC(=O)Nc2nc3ccc(OC)cc3s2)nnc1-c1ccoc1C	4.0	31.6	68.2*	51.0*	0.56	7.7	0.5	-21.6	0.3
CCCCNC(=S)NNC(=O)c1csc2ccccc12	-0.3	-15.2	-70.8	62.2*	1.24	/	0.4	0.0	1.7
CCOc1cc(/C=C2\C(=O)N(c3nc(-c4ccc(Br)cc4)cs3)N=C2c2ccccc2)ccc1O	0.9	-3.8	87.3*	25.1	/	6.4	0.7	1.6	0.1
Cc1cccc2sc(NC(=O)C3c4ccccc4Oc4ccccc43)nc12	-27.3	/	79.8*	31.4	-0.499	/	0.7	/	0.2
CN1CCN(c2ccccc2NC(=O)c2ccc(-c3ccccc3)cc2)CC1	14.6	-12.4	70.5*	94.5*	4.9*	-2.0	0.1	-49.1	0.3
O=C(NCc1ccco1)c1ccc2c(=O)n(-c3ccccc3)c(=S)[nH]c2c1	-10.8	10.0	6.0	20.4	-0.496	/	0.8	-17.5	0.9
CCCCc1nnc(NC(=O)C(C)Sc2nc(C)cc(=O)[nH]2)s1 (stereo unspecified)	9.3	-10.9	22.7	13.1	-0.184	4.7	0.9	-2.7	0.8
CCOC(=O)N1CCN(Cc2ccccc2Cl)CC1	9.5	4.8	26.1	-3.4	-0.8	/	1	16.7	0.7
CC1Cc2ccccc2N1C(=O)c1cnc2ccccn2c1=O (stereo unspecified)	/	/	-56.9	13.7	0.625	5.6	0.9	/	1.6
O=C(N/N=C/C(Br)=C/c1ccccc1)c1n[nH]c2c1CCC2	90.8*	70.7	0.7	-0.4	-0.298	-1.6	1	15.7	1
CCCCNc1cc(=O)n(C)c(=O)[nH]1	0.0	0.0	5.8	5.1	-0.201	8.8	0.9	15.7	0.9
O=C1c2cccc3c(Cl)ccc(c23)C(=O)N1O	-1.0	-4.5	6.7	3.5	-0.886	0.5	1	-77.1	0.9
CC(C)(C)NC(=O)C(=O)N/N=C/c1cccs1	17.7	-12.3	32.8	10.3	0.488	/	0.9	23.4	0.7
COc1cccc(CNC(=O)CCS(=O)(=O)c2cccs2)c1	-5.9	-2.9	16.8	52.9*	-0.304	2.6	0.5	-5.4	0.8
C=CC[n+]1c(-c2ccc(OC)c(OC)c2)csc1NNC(=O)Nc1ccccc1	9.2	-36.4	20.0	11.9	0.00648	3.4	0.9	-30.2	0.8
Cn1c(C(=O)NCCN2CCOCC2)cc2c(=O)n(C)c3ccccc3c21	3.3	-17.7	7.1	-2.1	1.43	11.8	1	12.4	0.9
O=C(Nc1ccc(S(=O)(=O)NC2CCCCC2)cc1)c1ccc(Br)o1	-5.7	3.8	23.0	7.9	-0.0119	9.9	0.9	2.8	0.8
Cc1ccc2[nH]c(=O)c(N3CCOCC3)c(-c3ccccc3)c2c1	11.6	-2.8	-11.1	-7.0	1.42	/	1.1	-29.3	1.1
O=C(NC1(C(F)(F)F)NC(=O)N(C2CCCC2)C1=O)C1CC1 (stereo unspecified)	/	/	-8.4	4.1	0.032	4.8	1	-54.1	1.1
Cc1cccc(NC2=NC3(CCCCC3)N=C(N)N2)c1C	-6.1	-39.8	-10.2	0.7	-0.571	6.2	1	-41.3	1.1
CCC(C)Sc1nc2c(cnn2-c2ccccc2)c(=O)[nH]1 (stereo unspecified)	/	/	39.8	-13.0	-0.00175	2.1	1.1	/	0.6
Cc1nnc(SCC(=O)N2CCN(Cc3ccccc3)CC2)s1	16.4	49.2	19.3	89.4*	-0.309	7.0	0.1	0.4	0.8
Nc1nc2n(n1)C(c1ccccc1Cl)CC(c1ccc(F)cc1)N2 (stereo unspecified)	-2.2	-19.5	16.9	73.0*	0.301	-2.8	0.3	-34.1	0.8
CCc1ccc(N(CC(=O)NC2CCCCC2)S(=O)(=O)c2c(C)noc2C)cc1	/	/	2.1	1.6	-0.255	7.0	1	/	1
COc1ccc(-c2ccnc(-c3ccc(OCCCF)cc3)n2)cc1	-0.7	-11.2	51.2*	20.0	1.87	/	0.8	-9.3	0.5
COc1ccc(/C=C/C(=O)NC(=S)NNC(=O)Cc2cccs2)cc1OC	3.0	4.3	31.5	13.2	-0.505	/	0.9	9.9	0.7

# From PubChem BioAssay
